Source: PubChem BioAssay
LDHA inh = LDHA (human) enzyme inhibition | AID 1347041 | 480,000 compounds, 0.15% hits | activity change, % (values are at about 110 or 230 µM) | P00338 | purified LDHA, NADH/diaphorase-resazurin fluorescence; stronger effect = lower value; in the data active means activity change below about -30%; inconclusive means mostly about -25% to -30%;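 further: plate controls were DMSO wells for no effect and wells without enzyme for full effect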
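Human LDH5 at 2 nM final in Tris HCl pH 7.4 with 0.06 mM NADH and 0.2 mM pyruvate, reacted 5 minutes at room temperature. Remaining NADH coupled via diaphorase/resazurin; resorufin fluorescence read at 0 and 20 minutes, normalized to enzyme-free and DMSO wells.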
POLB inh = inhibitors of human DNA polymerase beta | Pol beta primer extension/strand displacement, fluorescence kinetic | Potency, µM (series often up to 114 µM), for inactives: top-dose activity change, negative = inhibition, hits mostly inhibitors | 340,000 compounds, 1.3% hits; further: potency means the concentration at half of the fitted maximal effect; on the % scale 0 is the no-effect control and ±100 the full control effect
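Curves were derived by four-parameter Hill fits of normalized qHTS data. The kinetic fluorescent primer-extension read was taken at 0 and 10 min after 50 nM substrate, following a 15 min room-temperature preincubation of 10 nM enzyme with compounds.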
12-LOX inh = inhibitors of human 12S-lipoxygenase ALOX12; 580,000 compounds, 1.1% hits; AID 1671190; P18054; Potency, µM (doses to about 108 µM), without a hit: at the highest dose activity change, negative = inhibition, most hits filed as inhibitors; purified 12hLO, xylenol orange hydroperoxide absorbance; further: potency means the concentration at half of the fitted maximal effect; on the % scale 0 is the no-effect control and ±100 the full control effect
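Hydroperoxide product was detected by ferrous iron/xylenol orange as the 573 to 405 nm absorbance ratio. Arachidonic acid at 40 uM (final) was turned over for 30 min at room temperature by 150 nM human 12hLO, pH 7.0 Hepes buffer, after 15 min compound preincubation.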
Anesthetic bind = binds horse apoferritin like a general anesthetic; P02791; apoferritin/1-aminoanthracene competitive binding, fluorescence; Potency, µM (highest dose often 77.5 µM), inactives show at the highest dose activity change, negative = displacement, usual class: inhibitors; 350,000 compounds, 0.074% hits; further: potency means the concentration at half of the fitted maximal effect; on the % scale 0 is the no-effect control and ±100 the full control effect; nearly all actives have a fitted effect of over 20% in size
Target sequence (P02791 2-175 limits assumed): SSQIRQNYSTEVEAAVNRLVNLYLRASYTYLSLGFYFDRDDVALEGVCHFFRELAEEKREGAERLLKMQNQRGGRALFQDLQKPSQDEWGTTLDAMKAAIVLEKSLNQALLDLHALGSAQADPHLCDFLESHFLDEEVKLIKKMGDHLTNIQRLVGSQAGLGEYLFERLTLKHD
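Horse-spleen apoferritin (10 uM) in 50% saturated 1-aminoanthracene in PBS was incubated 10 min at room temperature with compound. Fluorescence (ex 380, em 535 nm) was normalized to free and bound 1-AMA, with concentration-response fitted by a four-parameter Hill equation.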
APE1 inh = blocks human APE1 abasic DNA cleavage; recombinant APE1, TAMRA/BHQ-2 abasic DNA cleavage fluorescence; Potency, µM (doses to about 65.8 µM), without a hit: at the top dose activity change, negative = inhibition, most hits filed as inhibitors; 350,000 compounds, 0.35% hits;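 further: potency means the concentration at half of the fitted maximal effect; plate controls were vehicle for no effect and reference inhibitor for full effect; nearly all actives have a fitted effect of over 55% in size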
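Endonuclease cleavage of a quenched abasic-site DNA duplex (50 nM) by APE1 (0.75 nM) was tracked by TAMRA dequenching. Compounds were preincubated with enzyme 15 min at room temperature; data normalized to buffer-only and DMSO wells plus NSC13755 control.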
ERG Ets-DNA blk = ERG Ets/DNA interaction inhibition; Potency, µM (doses to about 76.9 µM), inactives show at the top dose FP activity, negative = inhibition, usual class: inhibitors; P11308; fluorescence polarization, His-ERG Ets domain / labelled DNA; 370,000 compounds, 0.028% hits; active means well fitted inhibition curve with a large enough effect in the polarisation, with a control signal flat; inconclusive means small, poorly fitted or top-dose-only effect, or effect the other way, or a change in a side signal; inactive means no such curve, though single readings can be large or run the other way; the % refers to the polarisation;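 further: polarization taken with two DNA probes labelled with fluorescein and Texas red; potency means the concentration at half of the fitted maximal effect; % of control where 0% means no effect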
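His-tagged ERG Ets domain (1 uM in the protein solution; 300mM KCl, 50mM Tris-HCl, 1mM EDTA, 1mM DTT, pH 7.5) received compound, then a probe mix of 5 nM fluorescein-DNA and 100nM Texas-615-DNA. Fluorescence polarization was read for both dyes.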
POLK inh = inhibitors of human DNA polymerase kappa; purified Pol kappa, fluorescent DNA synthesis assay, 10 min; 400,000 compounds, 0.53% hits; AID 588579; Potency, µM (titrated, usually from 107 µM), for inactives: at the top dose activity, negative = inhibition, usual class: inhibitors; further: potency means the concentration at half of the fitted maximal effect; on the % scale 0 is the no-effect control and ±100 the full control effect
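10 nM Pol kappa was preincubated with compounds for 15 min at room temperature. Reaction started with 50 nM (final) substrate. Fluorescence read kinetically at 0 and 10 min.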
Pol eta inh = inhibitors of human DNA polymerase eta; recombinant Pol eta, fluorescent DNA replication assay; Potency, µM (series often up to 114 µM), inactives show top-dose activity change, negative = inhibition, usual class: inhibitors; 390,000 compounds, 1.2% hits; AID 588591; further: potency means the concentration at half of the fitted maximal effect; on the % scale 0 is the no-effect control and ±100 the full control effect
Target sequence (Q9Y253 whole entry, looked up): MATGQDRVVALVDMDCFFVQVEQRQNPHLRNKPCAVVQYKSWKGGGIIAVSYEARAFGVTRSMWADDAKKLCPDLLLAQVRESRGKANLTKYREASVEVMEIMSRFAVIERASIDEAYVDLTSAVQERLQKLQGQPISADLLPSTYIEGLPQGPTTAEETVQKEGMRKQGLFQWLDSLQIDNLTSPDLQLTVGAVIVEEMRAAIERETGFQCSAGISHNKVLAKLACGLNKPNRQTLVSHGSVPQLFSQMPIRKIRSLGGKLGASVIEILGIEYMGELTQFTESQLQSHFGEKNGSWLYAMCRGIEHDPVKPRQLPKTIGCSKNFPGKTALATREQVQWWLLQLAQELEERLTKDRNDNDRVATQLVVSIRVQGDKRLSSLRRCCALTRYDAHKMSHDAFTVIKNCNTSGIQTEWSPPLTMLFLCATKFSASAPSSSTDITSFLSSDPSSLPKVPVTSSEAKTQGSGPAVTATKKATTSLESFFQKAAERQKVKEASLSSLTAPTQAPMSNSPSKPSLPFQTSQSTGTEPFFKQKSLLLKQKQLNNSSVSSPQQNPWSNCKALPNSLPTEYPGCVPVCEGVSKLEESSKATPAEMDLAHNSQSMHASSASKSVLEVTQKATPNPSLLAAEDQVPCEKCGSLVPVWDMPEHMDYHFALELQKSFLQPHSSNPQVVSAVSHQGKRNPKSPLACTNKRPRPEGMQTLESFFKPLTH
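Fluorescent replication assay: 50 nM final substrate added after a 15 min room-temperature compound preincubation with 10 nM enzyme. Signal taken at 0 min and again at 10 min.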
RGS4 inh = inhibitors of human regulator of G protein signaling 4; Potency, µM (doses to about 114 µM), inactives show top-dose activity change, negative = inhibition, usual class: inhibitors; 390,000 compounds, 0.039% hits; P49798; Transcreener GDP fluorescence polarization, RGS4-accelerated GTP hydrolysis; further: potency means the concentration at half of the fitted maximal effect; on the % scale 0 is the no-effect control and ±100 the full control effect; nearly all actives have a fitted effect of over 75% in size; some results filed as inactive show a strong effect at the top dose
Target sequence (P49798 whole entry, looked up): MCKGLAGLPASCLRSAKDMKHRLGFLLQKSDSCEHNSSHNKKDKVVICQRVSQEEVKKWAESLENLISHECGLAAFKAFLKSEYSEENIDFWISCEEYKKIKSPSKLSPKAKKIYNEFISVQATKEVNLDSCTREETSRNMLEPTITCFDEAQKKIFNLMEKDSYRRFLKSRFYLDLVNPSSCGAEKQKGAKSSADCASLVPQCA
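MLSMR compounds (23 nl, pin-transferred) preincubated 10 min at room temperature with a 500nM (2x) first reagent, then RGS4 at 900nM (2x) plus Transcreener GDP mix added; fluorescence polarization (620/688 nm) read before and after 90 min at 30 °C.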
* hit, by the source's call; ? = inconclusive; nt = not tested or not shown; & = joins results of further samples; [ ] = another dose, or the depositor's remark. Unless noted, the call rests on the fitted dose curve; in most records, active means well fitted curve in the direction sought with a large enough effect; inconclusive means small, poorly fitted or top-dose-only effect, or another doubt; inactive means no such curve, though single readings can be large; an effect the other way counts as inactive or inconclusive. Some of the compounds tested (hit frequency here may not be typical).

SMILES	LDHA inh	POLB inh	12-LOX inh	Anesthetic bind	APE1 inh	ERG Ets-DNA blk	POLK inh	Pol eta inh	RGS4 inh
Cc1ccccc1N(C(=O)Cn1nnc(-c2cccs2)n1)C(C(=O)NCCC(C)C)c1ccco1 (centres undefined)	-9	7%	-3%	6%	-8%	-3%	-21%	-3%	13%
O=C(Nc1ccc2c(c1)OCO2)C(c1ccccc1)N1CCN(C(=O)c2ccco2)CC1 (centres undefined)	3	2%	0%[57.4 µM]	-5%	6%	5%	-2%	-3%	0%
CC(C)(NS(=O)(=O)OCC(Cl)(Cl)Cl)c1ccccc1	-3	8%	3%	?	-11%	-1%	-4%	-9%	1%
O=C1C[C@H](c2ccc(O)cc2)Oc2cc(O[C@@H]3O[C@H](CO)[C@@H](O)[C@H](O)[C@H]3O)cc(O[C@@H]3O[C@H](CO)[C@@H](O)[C@H](O)[C@H]3O)c21	0	nt	-9%	nt	7%	0%	-1%	-6%	-29%
Cc1ccc(CNC(=O)CCc2c(C)nn(-c3ccc(N4CCCC4)nn3)c2C)cc1	-3	3%	4%	?	nt	0%	39%[activator]	-12%	-9%
CS(=O)(=O)c1ccc2nc(NC(=O)CN3C(=O)C4CC=CCC4C3=O)sc2c1 (centres undefined)	-7	21%	-4%	-7%	-7%	7%	-11%	-10%	?
COc1ccc(NCc2nnc(SCC#N)n2-c2ccccc2OC)cc1	17	-3%	?	-11%	5%	7%	-17%	3%	11%[11.4 µM]
CC(=O)c1cccc(-n2nnnc2SCC(=O)Nc2cccc(NC(=O)c3ccco3)c2)c1	-8	9%	60%[activator][57.4 µM]	?	-4%	-8%	-1%	-4%	-24%
O=C(COC(=O)CNC(=O)C1CCCCC1)Nc1ccccc1OC(F)F	-2	nt	-1%	nt	49%	15%	-6%	-9%	4%
C=CCC[C@@H](Cc1ccc(F)cc1)C(=O)OC[C@H](Cc1c[nH]c2ccccc12)NC(=O)[C@H](CC=C)CC(=O)N(CCO)Cc1ccccc1	-1	nt	?	nt	-24%	1%	-7%	-8%	-2%
CCN(CC)C(=O)[C@H]1CC(CC(=O)NCc2ccco2)C(=O)N2CCc3c([nH]c4ccccc34)[C@]12C (some centres undefined)	-3	nt	3%	nt	3%	1%	-7%	-5%	-11%
COc1ccc(C(=O)C2CCCN(C(=O)c3cccc(N4CCCC4=O)c3)C2)cc1OC (centres undefined)	0	44%	-8%	-13%	29%	13%	9%	-13%	0%
COc1ccc(S(=O)(=O)N2CCCCC2)cc1NCC(=O)Nc1ccc(C)cc1	6	?	0%	-16%	-3%	0%	-1%	-13%	-1%
O=C(CSc1nc2ccccc2[nH]1)NC1CCS(=O)(=O)C1 (centres undefined)	-4	-28%	-6%	1%	-3%	nt	-3%	6%	2%
CCN(CC)c1ccc(C(=O)NNC(=O)C2CSC3(C)CCC(=O)N23)cc1 (centres undefined)	-8	nt	9%	nt	-7%	-1%	-16%	-1%	-15%
Cc1nc2ccc(C(=O)N/N=C/c3ccccc3O)cc2[nH]1	2	20µM*	2%	-3%	39%	-2%	-30%	-15%	-7%
Cc1cccc(NC(=S)N(CCCN(C)C)Cc2cc3cc4c(cc3[nH]c2=O)OCO4)c1	-9	-23%	-20%	-5%	0%	-6%	11%	8%	11%
COc1cccc(CNC(=O)c2ccc3c(c2)sc2nc(-c4ccccc4)cn23)c1OC	3	?	?	-4%	nt	-1%	-7%	11%	-33%
COC(=O)c1ccc(NC(=O)CSc2nnc(COc3c(C)cccc3C)o2)cc1	-1	11%	0%	-10%	-1%	8%	4%	-5%	4%
CC(=O)c1ccc(N2CCN(C(=O)CCS(=O)(=O)c3ccc4c(c3)NC(=O)CS4)CC2)cc1	-6	?	-13%	-6%	55%[activator]	-5%	-30%	-11%	-13%
O=C(CN1C(=O)NC2(CCCC2)C1=O)NNC(=O)c1ccc(Br)cc1	-5	nt	-22%	nt	-16%	nt	4%	-19%	-1%
Cc1ccc(NC(=S)N(CCCN2CCOCC2)Cc2ccco2)cc1	0	2%	-2%	-11%	1%	-2%	-7%	-3%	-24%
C[C@@H]1NC(=O)c2cc([N+](=O)[O-])cc(F)c2NCCC[C@@H](C(N)=O)NC(=O)[C@H](CC(N)=O)NC1=O	0	2%	?	0%	2%	-12%	-4%	-12%	6%
CC(=O)c1c(C)[nH]c(C(=O)Nc2cccc(C)n2)c1C	-3	10%	-1%	-4%	2%	7%	-2%	-10%	-5%
Cc1ccc(-c2nc(SCC(=O)NCC3CCCO3)c(-c3ccccc3)[nH]2)cc1 (centres undefined)	2	-4%	38%[activator]	2%	0%	9%	9%	-10%	-21%
(cont.)
SMILES	LDHA inh	POLB inh	12-LOX inh	Anesthetic bind	APE1 inh	ERG Ets-DNA blk	POLK inh	Pol eta inh	RGS4 inh
CSc1cccc(NC(=S)N2CCC(N(C)C3CCCCC3)CC2)c1	-8	0%	-6%	-7%	4%	-2%	-4%	0%	3%
CC1CN(C(=S)NC2CCCC2)CC(C)O1 (centres undefined)	-13	46%	0%	-5%	-1%	4%	0%	14%	4%
CCC1=C(c2ccc(C)cc2)S(=O)(=O)N=C1N1CCC(C(=O)N2CCCCC2)CC1	-2	6%	?	-6%	nt	2%	-9%	nt	-1%
O=C(c1cc(-c2ccc(F)cc2)on1)N1CCCCCC1	-11	48%	-8%	-7%	-5%	3%	-7%	-8%	-1%
COc1ccccc1C1C(C(=O)c2sc(C)nc2C)=C(O)C(=O)N1CCN1CCOCC1 (centres undefined)	4	19%	?	-11%	4%	0%	-5%	-15%	0%
COc1ccc(NC(=O)CN2CCN(S(=O)(=O)c3ccc(C(C)C)cc3)CC2)cc1OC	-3	-29%	?	-5%	-1%	-3%	-5%	-8%	-16%[11.4 µM]
COc1cc(C(=O)Nc2cccc(C)n2)ccc1OCC(=O)N1CCOCC1	-3	nt	22%	nt	2%	-9%	-8%	3%	12%
CCC(C)NC(=O)Cn1c(=O)n(CCCCCC(=O)Nc2ccccc2)c(=O)c2sccc21 (centres undefined)	-12&-10	0%&5%	-20%&-7%	-10%&-9%	27%	-3%&-14%	8%&-2%	3%&0%	-1%&-10%
CNNC(=S)NC1CC2CC1C1C=CCC21 (centres undefined)	0	-13%	1%	?	0%	-6%	7%	-4%	-31%
COc1ccc(CC(=O)OCn2nnc3ccccc3c2=O)cc1OC	-12	-8%	7%	-14%	?	-11%	1%	-12%	-11%
CC1CCN(c2nc3ccc(C(=O)NCCCN4CCCCC4C)cc3s2)CC1 (centres undefined)	0	5%	3%	?	6%	4%	-13%	-23%	4%
c1ccc(Cn2ncc3c(N4CCCCC4)ncnc32)cc1	-2	6%	?	-19%	-4%	12%	-5%	3%	-2%
CCC(C)(C)C1CCC(=NNS(=O)(=O)c2ccc(C)c([N+](=O)[O-])c2)CC1 (centres undefined)	-5	1%	-26%	-20%	1%	4%	-15%	-22%	-39%
CC(C)(CO)NC(=O)C(c1ccccc1)c1ccccc1	-7	3%	1%	-2%	-1%	nt	-13%	-1%	21%
CCN1CCCC1CNCC(=O)Nc1ccc(OC(F)(F)F)cc1 (centres undefined)	?	-9%	?	4%	3%	6%	-13%	1%	9%
Cc1ccc(/C=C(\NC(=O)c2ccccc2)C(=O)NC(Cc2ccccc2)C(=O)O)cc1 (centres undefined)	-6	-17%	-14%	-5%	3%	7%	-12%	-17%	-9%
COc1ccc(NC(=O)CSc2nc3[nH]ncc3c(=O)[nH]2)cc1OC	-3	nt	-1%	nt	17%	13%	-5%	-21%	-26%
CC(=O)Nc1ccc(NC(=O)C(C)OC(=O)c2ccc(C)s2)cc1 (centres undefined)	-10	1%	-10%	-5%	3%	-2%	-13%	-8%	9%
CCCCOc1ccc(Cl)cc1CSc1n[nH]c(C)n1	-1	21%	10%	-17%	-4%	0%	0%	-24%	-8%
CC(CC(=O)N1CCN(C(=O)c2ccccc2)CC1)c1ccccc1 (centres undefined)	-5	?	0%	1%	0%	0%	-11%	3%	18%
N#C/C(=C\c1ccncc1)C(N)=O	11	8%	-9%	2%	-3%	-6%	-7%	-15%	0%
Cc1cccc(C(=O)Oc2cc(C)[nH]c(=O)c2[N+](=O)[O-])c1	-2	32%	-5%	-6%	24%	13%	2%	-9%	10%
CCc1ccc(OC(C)C(=O)N(Cc2ccccc2)C2CCS(=O)(=O)C2)cc1 (centres undefined)	1	21%	-1%	-1%	59%[activator]	4%	-3%	-11%	2%
CCCSc1nnc(NC(=O)c2ccco2)s1	-9	-10%	-7%	-8%	-1%	-7%	-1%	7%	26%
CN(Cc1cccnc1)C(=O)CCCc1c[nH]c2ccccc12	1	41%	-10%	3%	2%	1%	8%	-17%	-19%

Complete entries from above:
Entry for CC(=O)Nc1ccc(NC(=O)C(C)OC(=O)c2ccc(C)s2)cc1 (centres undefined) → LDHA inh = -10; POLB inh = 1%; 12-LOX inh = -10%; Anesthetic bind = -5%; APE1 inh = 3%; ERG Ets-DNA blk = -2%; POLK inh = -13%; Pol eta inh = -8%; RGS4 inh = 9%
Entry for CC(CC(=O)N1CCN(C(=O)c2ccccc2)CC1)c1ccccc1 (centres undefined) → LDHA inh = -5; POLB inh = ?; 12-LOX inh = 0%; Anesthetic bind = 1%; APE1 inh = 0%; ERG Ets-DNA blk = 0%; POLK inh = -11%; Pol eta inh = 3%; RGS4 inh = 18%
